12-hLO inh = 12-hLO (ALOX12) enzyme inhibition; P18054; purified 12-hLO, xylenol orange hydroperoxide absorbance; Potency, µM (titrated, usually from 57.1 µM), inactives show top-dose activity change, negative = inhibition, hits mostly inhibitors; actives 0.12% (n = 150,000); note: potency is the fitted concentration of half-maximal effect; nearly all actives have a fitted effect of over 55% in size; many of its hits are not listed in these tables
Target sequence (P18054 whole entry, looked up): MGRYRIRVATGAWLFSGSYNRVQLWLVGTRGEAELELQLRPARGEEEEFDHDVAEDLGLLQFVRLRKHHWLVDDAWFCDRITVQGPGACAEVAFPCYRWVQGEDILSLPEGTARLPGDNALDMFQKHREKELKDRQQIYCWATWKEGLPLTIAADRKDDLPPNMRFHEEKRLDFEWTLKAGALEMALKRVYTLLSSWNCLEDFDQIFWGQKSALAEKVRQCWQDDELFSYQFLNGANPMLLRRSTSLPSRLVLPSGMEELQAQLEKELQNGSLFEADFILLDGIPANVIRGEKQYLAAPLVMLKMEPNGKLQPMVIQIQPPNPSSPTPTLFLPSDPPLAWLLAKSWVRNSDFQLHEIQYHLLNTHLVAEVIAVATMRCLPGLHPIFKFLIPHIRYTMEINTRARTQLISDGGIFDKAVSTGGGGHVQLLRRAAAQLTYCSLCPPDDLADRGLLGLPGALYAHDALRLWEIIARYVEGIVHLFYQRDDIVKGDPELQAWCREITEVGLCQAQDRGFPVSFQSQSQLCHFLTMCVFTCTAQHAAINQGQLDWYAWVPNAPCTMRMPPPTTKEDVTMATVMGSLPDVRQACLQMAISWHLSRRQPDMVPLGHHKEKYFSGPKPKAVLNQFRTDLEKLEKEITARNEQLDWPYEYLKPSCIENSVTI
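Xylenol orange chromogenic assay: hydroperoxide from 12hLO oxidises Fe(II), giving red-shifted Fe(III)-XO absorbance. Conditions: 150 nM enzyme, 40 uM arachidonic acid, 25 mM Hepes pH 7.0, 0.01% Triton X-100, 30 min, room temperature.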
ALOX15B inhib = blocks human 15-lipoxygenase 2 activity. O15296. purified 15hLO-2, xylenol orange hydroperoxide absorbance. Potency, µM (titrated, usually from 57.1 µM), inactives show at the top dose activity change, negative = inhibition, hits mostly inhibitors. actives 0.56% (n = 110,000); note: potency is the fitted concentration of half-maximal effect; nearly all actives have a fitted effect of over 60% in size; many of its hits are not listed in these tables
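Purified human 15hLO-2 (50 nM final) preincubated with compounds 15 min at room temperature in 25 mM Hepes pH 7.5, 0.01% Triton X-100, then 45 uM arachidonic acid added for 90 min; hydroperoxide detected via ferrous/xylenol orange, 573/405 nm absorbance ratio.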
IMPase inh = IMPase inhibition in cells. AID 901. inhibition (IP1 accumulation), % at 46.1 µM. 120,000 tested, under 10 active. CHO-M1 cells, IP1 accumulation, HTRF TR-FRET ratio; active = well fitted curve in the direction sought with a large enough effect in the signal ratio, not every such curve was filed as active; inconclusive = small, poorly fitted or top-dose-only effect, or a change in a side signal; inactive = no such curve, though single readings can be large or run the other way; the % refers to the signal ratio;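 note: cells stimulated with carbachol in lithium chloride buffer; plate controls were DMSO basal wells for no effect and reference inhibitor wells for full effect; higher means more IMPase inhibition seen as more IP1 and lower FRET ratio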
Target sequence (P97697 whole entry, looked up): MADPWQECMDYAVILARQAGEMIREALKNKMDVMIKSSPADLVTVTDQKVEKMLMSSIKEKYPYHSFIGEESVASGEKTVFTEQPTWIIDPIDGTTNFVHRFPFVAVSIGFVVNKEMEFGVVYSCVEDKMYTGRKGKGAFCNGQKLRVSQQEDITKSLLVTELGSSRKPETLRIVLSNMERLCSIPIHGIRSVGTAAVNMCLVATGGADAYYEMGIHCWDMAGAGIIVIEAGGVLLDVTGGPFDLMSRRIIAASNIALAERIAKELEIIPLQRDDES
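In this qHTS, compounds (final up to 46 uM) act on CHO-M1 cells that are then activated through the M1 receptor with carbachol, in pH 7.4 buffer containing 50 mM LiCl, for 30 min. IP1 accumulation is quantified by the IP-One immunoassay.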
PNC assembly inh = inhibitors of perinucleolar compartment assembly; PC3M PTB-GFP, PNC prevalence imaging, 16 h; active compounds read low; activity change (PNC), negative = inhibition, % at 10 µM; actives 3.1% (n = 140,000); AID 2417;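 active = readout at or below -70, meaning at least 70% loss of cells showing the perinucleolar compartment, a nuclear body marking cancer cells; inconclusive = readout between -30 and a set limit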;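 note: plate controls were DMSO wells for no effect and camptothecin positive control wells for full effect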
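PC3M cells stably expressing PTB-GFP, 750–1000 cells/well, treated 16 h at 37 °C with compound (23 nl of library stock), in duplicate. After paraformaldehyde fixation and Hoechst stain, imaged at 20x; PNC prevalence scored by image analysis.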
Numbers without * were called inactive; ? = inconclusive; nt = no result given; [ ] = another dose, or the depositor's remark. Unless noted, calls come from the whole dose curve; as a rule, active = well fitted curve in the direction sought with a large enough effect; inconclusive = small, poorly fitted or top-dose-only effect, or another doubt; inactive = no such curve, though single readings can be large; an effect the other way counts as inactive or inconclusive. Unless noted, % is set by controls: 0 for no effect and ±100 for the full control effect. Only part of the results is shown, so the mix of outcomes need not match the whole.

SMILES | 12-hLO inh | ALOX15B inhib | IMPase inh | PNC assembly inh
CCN(CC)C(=O)CSc1nnc(-c2cnccn2)n1-c1ccccc1 | -1% | -2% | -6 | 7
C/C(=N\NC(=O)c1nn(C)c(C)c1Br)c1cccc(NC(=O)c2ccoc2C)c1 | -2% | nt | nt | 32
Cn1cc(C(=O)OCC2CCN(CCNS(C)(=O)=O)CC2)c2ccccc21 | 4% | 39%[activator] | 5 | nt
CC(C)(C)NC(=O)COC(=O)c1ccccc1OCC(=O)Nc1ccc(Br)cc1 | -1% | nt | -2 | ?
COc1cc(OC)c2c(c1)OC(=O)CC2c1ccc2c(c1)OCO2 (configuration not stated) | -5%[0.00818 µM] | -26%[0.0915 µM] | nt | nt
N#CCCn1c(=S)[nH]c2ccccc21 | -5% | -3% | -1 | ?
Cn1c(CCNC(=O)c2ccco2)nc2cc(NC(=O)NC3CCCCC3)ccc21 | 3% | 12% | 6 | ?
CCOC(=O)c1cc(NC(=O)N(CC)CC)c(C)nc1C | 1% | 3% | -5 | -28
COCCNc1cc(C)c(C#N)c2nc3ccccc3n12 | -5% | 7% | -24 | -22
COCCOC(=O)c1c(C)oc2ccc(NS(=O)(=O)c3ccccc3)cc12 | 0% | -10% | 1 | 24

Profiles from above. Order of screens: 12-hLO inh, ALOX15B inhib, IMPase inh, PNC assembly inh
`CC(C)(C)NC(=O)COC(=O)c1ccccc1OCC(=O)Nc1ccc(Br)cc1` across the screens: -1%, nt, -2, ?
`N#CCCn1c(=S)[nH]c2ccccc21` across the screens: -5%, -3%, -1, ?

(continued)
SMILES | 12-hLO inh | ALOX15B inhib | IMPase inh | PNC assembly inh
COc1ccc(-n2c(=O)c(-c3cc(F)cc(F)c3)nc3cnc(N4CCNCC4)nc32)cc1 | -7% | 41%[activator] | nt | nt
Cc1nn(Cc2ccc(F)cc2)c(C)c1NC(=O)c1cnn2c1NC(c1cccs1)CC2C(F)(F)F (configuration not stated) | 0% | 18% | -3 | 4
CCN1C(=O)C(CC(=O)Nc2ccc(OC)cc2)N(Cc2ccc3c(c2)OCO3)C1=S (configuration not stated) | -3% | nt | nt | -2
CCOc1ccc(N(CC(=O)Nc2cccc(Cl)c2)S(=O)(=O)c2c(C)noc2C)cc1 | -3% | 1% | 11 | ?
CCOC(=O)c1nc(C)n(-c2ccc(Cl)cc2)n1 | 0% | -4% | 14 | ?
CC[C@@H]1Cn2c(c3nc(-c4ccccc4)nc-3n(C)c2=O)N1 | 0% | 37%[activator] | nt | nt
N#Cc1c2n(c(=S)n(-c3ccccn3)c1=O)CCCCC2 | -2% | -9% | -3 | ?
CCSc1nnc(NC(=O)C(Cc2ccccc2)n2cccc2)s1 (configuration not stated) | 13% | -5% | -7 | ?
C/C(=N\[N+](C)(C)C)c1ccc(C)c(C)c1 | 2%[11.4 µM] | 0%[11.4 µM] | nt | nt
Cc1cn(C(=O)CN2C(=O)c3ccccc3C2=O)c(C)n1 | 1% | -3% | 0 | ?
Cc1cc(-c2cccs2)c2c(n1)sc1c(=O)[nH]c(=O)[nH]c12 | -5% | -2% | -16 | 15
C(=N\n1cnnc1)/c1ccc(OCc2cccc3ccccc23)cc1 | 5% | 16% | 7 | 33
N#Cc1nc(COc2ccccc2Cl)oc1NCc1cccnc1 | 0% | 12% | 4 | 6
O=C(Nc1cccc(F)c1)N1CCC2(CC1)CCN(C(=O)c1csnn1)CC2 | 4% | 2% | nt | nt
CC1CCc2nn(CC(=O)NCCCN3CCCC3=O)cc2C1 (configuration not stated) | 3% | 8% | 1 | 7
Cc1cc(C)nc(N/N=C/c2ccccc2)n1 | 2% | -7% | 2 | 14
Cc1occc1-c1nnc(SCc2nnc(-c3ccc(Cl)cc3)o2)n1C | 1% | -16% | 1 | 14
CCn1c(SCC(=O)c2cccs2)nnc1-c1cccs1 | -7% | -2% | 4 | 41
Cc1c(Br)cc(C(=O)O)c(C)c1C | 2% | -6% | -14 | -5
N#Cc1ccc(/C=N/NC(=O)c2ccccc2F)cc1 | 3% | nt | 20 | 87
Cc1nc2ccc(NC(=S)NC3CC3)cc2nc1C | 2% | nt | nt | -24
Cc1cc(C)n2cc(CSc3nnnn3-c3ccccc3)nc2n1 | 6% | -7% | -2 | -26
CCCCCCCCC(=O)N/N=C(\C)c1ccco1 | 5% | nt | nt | -6
S=C(NCC1CCCO1)Nc1ccc(Cl)cc1 (configuration not stated) | -4% | nt | nt | 27
Cn1c(SCC(=O)Nc2cc(=O)n(C)c(=O)n2C)nnc1C12CC3CC(CC(C3)C1)C2 | 5% | -9% | 1 | ?
Cc1ccc2[nH]c3c(N4CCc5ccccc5C4)ncnc3c2c1 | -10% | 10% | 18 | -23
COc1ccc(CNC(=O)Nc2ccc(C)cc2)cc1 | 1% | 0% | 16 | -6
N#CCC1c2ccccc2CCN1C(=O)Nc1ccc(Cl)cc1 (configuration not stated) | 2% | 3%[11.4 µM] | 7[1.84 µM] | -81*
COc1cc(OC)cc(C(C(=O)NCc2ccccc2)N(Cc2ccco2)C(=O)c2ccno2)c1 (configuration not stated) | 1% | -2% | 2 | 22
COc1ccccc1N/C(=N/S(=O)(=O)c1ccc(C)cc1)c1ccccc1 | -3% | nt | nt | -18
O=C(CN1C(=O)C2C3C=CC(C3)C2C1=O)NCc1ccco1 (configuration not stated) | 23% | nt | -10 | -26
CCOCCCn1c(=N)c(C(=O)NCCN2CCOCC2)cc2c(=O)n3cccc(C)c3nc21 | -3% | -8% | -24 | ?
COc1ccccc1CNC(=O)C1=C(C)C(=O)OC12CCC(C)CC2 (configuration not stated) | -4% | 6% | 2 | -5
CSCC[C@H](NC(=O)C1CCN(S(=O)(=O)c2ccc(C)cc2)CC1)C(=O)NC1CCS(=O)(=O)C1 (some centres not stated) | 2% | nt | nt | 9
O=C(Nc1ccc(F)cc1F)c1cccn1-c1ncc(C(F)(F)F)cc1Cl | -2% | -7% | 1 | 8
O=C1c2ccccc2NC(c2ccc(-c3cccc([N+](=O)[O-])c3)o2)N1O (configuration not stated) | -30% | nt | nt | ?
COc1ccccc1C1C(C(=O)c2cc3ccccc3o2)=C(O)C(=O)N1CCN1CCOCC1 (configuration not stated) | 7% | -2% | -24 | 21
Cc1ccc(-n2c(C)cc(C(=O)COC(=O)c3c(C)noc3C)c2C)cc1 | -13% | 5% | 5 | -13
FC(F)(F)c1cccc(-c2noc(-c3cc(-c4ccccc4)c(C(F)(F)F)s3)n2)c1 | -3% | 1% | nt | nt
Cc1ccc2cc(C)c3nnc(SCC(=O)Nc4nc5c(s4)CCCC5)n3c2c1 | -5% | -1% | 3 | ?
O=C(O)[C@H]([C@H]1NCCS1)N1Cc2ccccc2C1 | -4%[11.4 µM] | -4%[11.4 µM] | nt | nt
CC1CCN(S(=O)(=O)N2CCC(C(=O)NCc3ccc4c(c3)OCO4)CC2)CC1 | -1% | nt | nt | 27
Cc1onc(-c2ccccc2)c1C(=O)NNC(=S)NC(=O)/C=C/c1cccs1 | -3% | nt | 0 | -30
O=C(O)CCc1ccc(-c2cccs2)n1CC1CCCO1 (configuration not stated) | -6% | -12% | 0 | -23
CCCCOc1ccc(C(=O)OC2CC(C)N(C)CC2C)cc1 (configuration not stated) | 14% | 6%[2.29 µM] | 18 | -13
CSc1c[n+]2c(n1C)CCC2 | -8% | -22% | -1 | 24
CNC(=O)c1sc(N2N=C3/C(=C/c4ccccc4)CCCC3C2c2ccccc2)nc1C (configuration not stated) | -2% | 10% | 0 | 1
Cc1ccc(N2CCN(S(=O)(=O)c3ccc(F)c(C)c3)CC2)c(C)c1 | -6% | 0% | 3 | 0
Cc1cc(C=O)c(C)n1-c1sc2c(c1C(=O)O)CCCC2 | -4% | nt | nt | 18
CSc1snc(SCC(N)=O)c1C#N | -5% | -8% | 2 | -29

Entries listed above that bear a hit mark in PNC assembly inh.
SMILES | 12-hLO inh | ALOX15B inhib | IMPase inh | PNC assembly inh
N#CCC1c2ccccc2CCN1C(=O)Nc1ccc(Cl)cc1 (configuration not stated) | 2% | 3%[11.4 µM] | 7[1.84 µM] | -81*

Additional records:
SMILES | 12-hLO inh | ALOX15B inhib | IMPase inh | PNC assembly inh
CC1(C)Cc2nc(NCCCO)c(C#N)cc2CO1 | 1% | -5% | -13 | 10
CCCC(=O)Nc1cc(OC)c(OC)cc1C(=O)O | -6% | 0% | 0 | 7
COC1=CC(=O)C(C(=O)c2ccccc2)=CC1=O | -22% | -22% | nt | nt
O=C(NCCCN1CCN(c2cccc(Cl)c2)CC1)c1nc(-c2ccncc2)no1 | -1% | 14% | 11 | -15
O=C1c2cccc3c(N4CCOCC4)c([N+](=O)[O-])cc(c23)C(=O)N1c1cccc2ccccc12 | -3% | nt | nt | 22
CC(=O)Nc1ccccc1-c1nc2ccc(C(=O)N3CCN(c4cc(C)ccc4C)CC3)cc2[nH]c1=O | -5% | -2% | 7 | -26
CCOc1cccc(N2C(=O)CC(N3CCC(C(N)=O)(N4CCCCC4)CC3)C2=O)c1 (configuration not stated) | 0% | -14% | -1 | -15
COC(=O)Cn1c(=O)c2c(nc(Br)n2Cc2ccccc2Cl)n(C)c1=O | 0% | -3% | 11 | 58
CC(C)(C)NC(=O)c1ccccc1-c1nc(-c2ccccc2Cl)no1 | -4% | -2% | 9 | -9
COc1cc(S(=O)(=O)N(Cc2ccccn2)Cc2ccccc2Cl)ccc1-n1cnnn1 | -6% | nt | 6 | ?
O=C(Cn1cnc([N+](=O)[O-])n1)N/N=C/c1ccc2ccccc2c1 | -7% | nt | 3 | ?
CCCOc1ccc(CC(=O)NNC(=S)Nc2ccccc2)cc1Br | -8% | nt | 1 | 0
C/C(CCc1oc2c(Br)cc(Br)cc2c1-c1ccc(C)o1)=N\O | -11% | nt | 7 | 10
CCOC(=O)c1sc2ncn(CC(=O)N(CC)CC)c(=O)c2c1C | -1% | 5% | ? | -24
CC(C)NC(=O)Cn1nnc(-c2cccc(NC(=O)c3ccccc3F)c2)n1 | -4% | -3% | 2 | -20
COc1cc(/C=N/Nc2nc3ccccc3o2)cc(OC)c1O | -6% | -22% | -1 | -15
CCOC(=O)C1CCN(c2c(N3CCCCCC3)c(=O)c2=O)CC1 | -5% | nt | 10 | 36
O=C(O)C1CCCCC1C(=O)NCCCn1ccnc1 (configuration not stated) | 9% | 15% | 18 | -23
CCc1ccccc1N1CCN(S(=O)(=O)c2ccc(F)c(C)c2)CC1 | -7% | 8% | 13 | 32
CCN1C(=O)S/C(=C/c2ccc(Sc3nc4ccccc4[nH]3)o2)C1=O | 0% | nt | 6 | ?
Cc1ccc(S(=O)(=O)NNC(=O)Nc2ccc(Cl)cc2)cc1 | -1% | nt | nt | -10
COc1ccc(C)cc1-n1nnnc1SCC1CCCO1 (configuration not stated) | 9% | 3% | 3 | 49
Cc1nc(-c2ccc(NC(=O)c3cccs3)cc2)cs1 | -5% | 0% | -15 | 20
Fc1ccc(/C=N/NC(=S)Nc2ccc(Cl)cc2)cc1F | -11% | nt | nt | 33
Cc1cc(/C(=N/O)C(C)(C)NO)ccc1Cl | -4% | -27% | 3 | 2
CC(=O)n1c2c(c3ccccc31)OC(N)=C(C#N)C2c1ccc(C(C)C)cc1 (configuration not stated) | -18% | nt | 1 | -19
CCOC(=O)C1=C(C(=O)OCC)C(C(=O)OCC)N(S(=O)(=O)C(F)(F)F)c2ccccc21 (configuration not stated) | -4%[0.00818 µM] | 8%[0.0915 µM] | nt | nt
COc1ccc(NCc2nnc(SCc3ccc(Cl)cc3)n2-c2ccccc2)cc1 | -2% | nt | nt | -21
O=C(COC(=O)Cc1c[nH]c2ccccc12)Nc1ccccc1 | 5% | nt | -1 | 4
O=C(CN(c1ccc(F)cc1)S(=O)(=O)c1ccc2c(c1)OCCO2)N1CCOCC1 | 0% | 0% | 5 | -14
O=C(CSc1nc2c(c(=O)[nH]1)CCC2)Nc1cccc(Cl)c1 | -9% | 13% | 0 | -1
Cc1cccc(NC(=O)CCC(=O)NCCO)c1 | 6% | nt | -1 | -29
CC(C)CNC(=O)c1cccc(NC(=O)C2CCCO2)c1 (configuration not stated) | 10% | 2% | 3 | 15

Screening data (PubChem BioAssay)
